SK-BR-3 tox 24h = SK-BR-3 proliferation inhibitors | actives 0.47% (n = 41,000) | viability, % at 10 µM | SK-BR-3 viability, CellTiter-Glo ATP luminescence, 24 h; active compounds read low;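 active = viability at or below the median of all test compounds minus 3 SD, in both replicates if run twice, cut at about 45% in these data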;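 also: 100% = median untreated cell wells and 0% = median positive control drug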
The depositor's hits bear a star. These rows are one share of the data (hit frequency here may not be typical).

Structure	SK-BR-3 tox 24h
O=C(Nc1ccc(-c2nc3ncccc3o2)cc1)c1ccco1	97.6
Cn1c2c(c(=O)n(C)c1=O)C(c1cccc(Br)c1)C1C(=O)c3ccccc3C1=N2 (stereo not given)	99.0
CCOC(=O)Cc1csc(NC(NC(=O)CC)(C(F)(F)F)C(F)(F)F)n1	91.7
COC1CCCCC1Nc1cccc(SC)c1 (stereo not given)	90.3
CCOC(=O)NC1(C(F)(F)F)C(=O)N(Cc2ccccn2)C2=C1C(=O)CC(C)(C)C2 (stereo not given)	93.2
O=C(c1cccs1)N1CCC(c2nc3c(nnn3Cc3ccccc3)c(=O)[nH]2)CC1	88.4
O=S(=O)(Cc1ccccc1Cl)N1CCN(Cc2ccc3c(c2)OCO3)CC1	84.8
Cc1cc(NC(=O)Nc2cccs2)no1	108.0
COC(=O)Cc1c(C)nc2nc[nH]n2c1=O	88.2
CCOc1ccc(N2CC(C(=O)OC)CC2=O)cc1 (stereo not given)	85.3
CCN(CC)C(=O)CSc1nc2ncc(Br)cc2[nH]1	78.1
Cc1ccc(S(=O)(=O)NC2CCOC(C)(C)C2)cc1 (stereo not given)	81.9
COc1cccc(CNn2cnnc2)c1OCc1ccccc1F	85.7
Cc1ccc(N(CC(=O)NCc2ccco2)S(=O)(=O)c2ccccc2)cc1	121.1
Cc1ccc(S(=O)(=O)Nc2ccccc2CNc2c(C)n(C)n(-c3ccccc3)c2=O)cc1	93.2
COc1ccc(C(=O)c2oc3nc(C)cc(C)c3c2N)cc1	81.6
COc1ccc(C(=O)CSc2nnc(-c3cccnc3)n2Cc2ccco2)cc1	93.6
CCOC(=O)c1c(C)n(C)c2ccc(OC)c(NC(=O)CN3CCSCC3)c12	87.0
CS(=O)(=O)N(CC(=O)N1CCCCCC1)c1ccc(Br)cc1	56.5
CCOC(=O)N1CCN(C(=O)c2cnc(Nc3ccccc3OC)c3ccccc23)CC1	104.1
COc1ccc(NC(=O)Nc2cccc3cccnc23)cc1	121.8
CC(C)(C)NC(=O)C(c1ccncc1)N(Cc1cccs1)C(=O)Cn1nnc(-c2cccs2)n1 (stereo not given)	86.1
COc1ccc(C2C=C(c3ccccc3)Nc3nnnn32)cc1 (stereo not given)	93.0
Cc1cc(C)n(CNc2nc(C(F)(F)F)cs2)n1	87.5
CCn1c2ccccc2c2nnc(SCC(=O)NC(CC(C)C)C(=O)OC)nc21 (stereo not given)	107.1
O=C1c2ccccc2NC(c2cccc(F)c2)N1Cc1ccco1 (stereo not given)	98.9
O=C(Cc1ccccc1)N1CCCC(c2nc(-c3cccs3)no2)C1 (stereo not given)	41.4*
Cc1nn(C)c(C)c1N=Cc1c(O)ccc2ccccc12	98.7
C=C(Cl)COC(=O)[C@H]1C2C=CC(C2)C1C(=O)O (stereo not given in full)	93.5
CCOC(=O)C(NC(=O)Nc1ccc(F)cc1)(OCC)C(F)(F)F (stereo not given)	92.7
COC(=O)Nc1ncc(CN2CCc3ccccc3C2)s1	88.6
Cc1ccc2c(c1)[C@@H]1CN(C)CC[C@@H]1N2S(=O)(=O)c1ccc(F)cc1	92.8
COC(=O)c1ccc(Cn2nc(C)c(Br)c2C)cc1	82.1
O=S(=O)(c1ccc(Br)s1)N1CCCCC1	90.6
COc1ccc(C2CC(C(F)(F)F)n3ncc(C(=O)O)c3N2)cc1OC (stereo not given)	94.4
N#Cc1nc(-c2ccc(OCc3ccccc3)cc2)oc1NCCN1CCOCC1	94.3
Cc1cc(C)n(-c2nc3ccccc3n3cnnc23)n1	88.0
O=S(=O)(c1ccc(S(=O)(=O)N2CCCC2)cc1)N1CCCCCC1	70.5
CCOC(=O)Cc1cnc(NC(=O)Cn2nnc(-c3ccc(OCC)cc3)n2)s1	108.0
COCCn1c(SCC(=O)Nc2nnc(C)s2)nnc1-c1cc2ccccc2cc1O	69.8
O=C(O)CCC(=O)Nc1ccc(N2CCCCCC2)cc1	120.7
COC(=O)c1ccccc1NC(=O)C1CCN(S(=O)(=O)c2cc(C)ccc2OC)CC1	80.1
CCCn1c(SCc2nc(-c3cccs3)no2)nnc1-c1ccncc1	110.2
CC(=O)Nc1nc(=O)c2ccccc2s1	165.9
Cc1ccc(OCC(=O)Nc2ccc(O)c(-c3nc4ccccc4o3)c2)cc1	61.6
CC(C)Cn1c(-c2ccc(Cl)cc2)cnc1SCC(=O)N1CCOCC1	79.6
Nc1nc(C2CC2)c(Sc2sc(N)nc2C2CC2)s1	88.8
O=C(Nc1cc(C(F)(F)F)ccc1F)C1CCC1	76.1
CCOC(=O)Cn1c(CN(Cc2ccccc2)Cc2ccccc2)nc2c1c(=O)n(C)c(=O)n2C	66.6
COc1ccc(NC(=O)C2CC(=O)N(c3cc(C)ccc3C)C2)cc1 (stereo not given)	87.4
Cn1c(-c2ccccc2)cnc1SCc1nc2ccccc2c(=O)[nH]1	80.3
O=C1CCCN1Cc1ncnn1-c1ccccc1	92.8
CCC(=O)N1CCN(c2cc(C)ccc2C)CC1	85.5
O=C(Nc1ccccc1F)c1ccc(S(=O)(=O)NCC2CCCO2)cc1 (stereo not given)	120.5
NC(=O)c1cc2ccc(O)cc2oc1=Nc1ccccc1	117.1
O=c1nccc(NCc2ccco2)[nH]1	112.3
Cc1ccc2nsnc2c1S(=O)(=O)Nc1cccc2nsnc12	91.6
Nc1nc(CSCc2ccccc2)nc(N2CCOCC2)n1	91.9
O=C(NCCN1CCN(c2ccccc2)CC1)c1cccn2c(=O)c3ccccc3nc12	75.1
COCCCn1c(SCC(=O)N2CCc3ccccc32)nnc1-c1ccoc1C	102.2

Next records:
Structure	SK-BR-3 tox 24h
CCOC(=O)c1sc(NC(=O)c2cc(S(=O)(=O)N3CCOCC3)ccc2C)nc1C	88.3
CCOc1ccc(C(CC(=O)O)NS(=O)(=O)c2ccc(C)cc2)cc1OC (stereo not given)	96.0
CC(C)NC(=O)C1CCN(C(=O)C(C(=O)c2ccccc2)n2cc(Cl)ccc2=O)CC1 (stereo not given)	65.5
COC(=O)c1sccc1NC(=O)C1C2C=CC(O2)C1C(=O)O (stereo not given)	73.8
COc1ccc(OCC(O)Cn2c(=N)n(CCN3CCOCC3)c3ccccc32)cc1 (stereo not given)	67.8
CCOc1ccc(N(CC(=O)NCc2cccc(OC)c2)S(=O)(=O)c2c(C)noc2C)cc1	70.3
COc1ccc(N2CCN(c3nc(NCCO)nc(N4CCOCC4)n3)CC2)cc1	83.5
Cc1nc2ccccc2c(=O)n1CC(=O)N1CCOCC1	98.0
Cc1ccc(S(=O)(=O)/C(C#N)=C/c2c(N3CCN(C)CC3)nc3ccccn3c2=O)cc1	87.6
CC1(C)CC(=O)C(C=NCC2CCNCC2)=C(O)C1	119.9
Cc1ccc(C(C(=O)NCCc2ccccc2)N(C(=O)c2csnn2)C2CC2)o1 (stereo not given)	104.4
Cn1c(-n2c(-c3ccco3)nc3ccccc3c2=O)nc2ccccc21	129.2

Other entries follow.
compound | SK-BR-3 tox 24h
CCOC(=O)C1=C(C)N=C2SCCC(=O)N2C1c1sccc1C (stereo not given) | 87.8
OCC(CO)(CO)n1cnnn1 | 96.5
Cc1ccc(-c2nnc(CSc3nnc(COc4ccccc4)n3-c3ccc(C)cc3)o2)cc1 | 91.6
Cc1c(NC(=O)Nc2ccccc2Cl)sc(=S)n1C | 101.0
O=C(c1ccco1)N1CCN(C(c2ccccc2Cl)c2nnnn2CC2CCCO2)CC1 (stereo not given) | 89.0
O=c1c2ccccc2nc2ccc(NCc3ccco3)nn12 | 74.1
COCC(=O)N(Cc1cc2cc(OC)ccc2[nH]c1=O)c1ccccc1OC | 93.4
NC(=O)c1sc2nc3c(c(-c4ccco4)c2c1N)CCC3 | 87.4
C=CCn1c(=O)c(C(=O)Nc2ccccc2C(=O)OCC)c(O)c2ccccc21 | 93.9
CC1=CC(C)(C)N2C(=O)C3(N=C(N)NC(Nc4ccccc4)=N3)c3cc(C)cc1c32 (stereo not given) | 80.4
CCN(CC)S(=O)(=O)c1ccc(NC(=O)CSc2nnc(-c3ccc(F)cc3)o2)cc1 | 69.8
COc1ccc(-c2nnc(SCC(=O)N(Cc3ccccc3)C(C)(C)C)o2)cc1OC | 203.7
CN(C)C(=O)CSc1nnc(CCN)o1 | 107.1
O=C(CSc1nnc2c(n1)[nH]c1ccc(F)cc12)OCc1ccccc1 | 95.1
Nc1nncn1C(=O)c1ccccc1Cl | 98.5
Cc1cccc(OCC(=O)Nc2ccc(N3CCN(S(C)(=O)=O)CC3)cc2)c1 | 100.6
CCCCc1ccc(NC(=O)OC)cc1 | 109.1
Cn1c(=O)c2c(nc(Sc3nc4ccccc4n3CC(=O)N3CCCCC3)n2C)n(C)c1=O | 78.9
CCOc1ccc(-c2nnc3sc(COc4ccc(Cl)cc4)nn23)cc1 | 87.3
CCOCCCNC(=O)C(NC(=O)c1cnccn1)c1ccc(OC)cc1 (stereo not given) | 90.3
Nc1nc(CN2CCN(c3ccccn3)CC2)nc(Nc2ccc(F)cc2)n1 | 79.9
CC1CCCCN1C(=O)CSc1ccc(-c2ccc(F)cc2)nn1 (stereo not given) | 89.1
O=C(CCc1nc(-c2ccccc2F)no1)NC1CCN(Cc2ccccc2)CC1 | 86.7
Cc1cn2c(-c3ccncc3)nnc2s1 | 143.9
CCOc1cccc(NC(=O)C(Cc2cccs2)c2nn[nH]n2)c1 (stereo not given) | 80.7
COc1[nH]c(/N=C/c2ccccc2)c(C#N)c1C#N | 88.3
COc1ccccc1N1CCN(C(=O)CCNS(=O)(=O)c2ccc(Br)s2)CC1 | 66.3
COC(=O)C(C)Oc1ccc(=O)[nH]n1 (stereo not given) | 70.9
CCOC(=O)CSc1nc2ccccc2c(=O)n1CC1CCCO1 (stereo not given) | 101.2
CC(C)CN1C(=O)NC(NC(=O)c2cccnc2)(C(F)(F)F)C1=O (stereo not given) | 108.9

Of the compounds above, 12 have two or more sulfur atoms.
compound | SK-BR-3 tox 24h
CC(C)(C)NC(=O)C(c1ccncc1)N(Cc1cccs1)C(=O)Cn1nnc(-c2cccs2)n1 (stereo not given) | 86.1
O=S(=O)(c1ccc(Br)s1)N1CCCCC1 | 90.6
O=S(=O)(c1ccc(S(=O)(=O)N2CCCC2)cc1)N1CCCCCC1 | 70.5
COCCn1c(SCC(=O)Nc2nnc(C)s2)nnc1-c1cc2ccccc2cc1O | 69.8
CCCn1c(SCc2nc(-c3cccs3)no2)nnc1-c1ccncc1 | 110.2
Nc1nc(C2CC2)c(Sc2sc(N)nc2C2CC2)s1 | 88.8
Cc1ccc2nsnc2c1S(=O)(=O)Nc1cccc2nsnc12 | 91.6
CCOC(=O)c1sc(NC(=O)c2cc(S(=O)(=O)N3CCOCC3)ccc2C)nc1C | 88.3
CCOC(=O)C1=C(C)N=C2SCCC(=O)N2C1c1sccc1C (stereo not given) | 87.8
Cc1c(NC(=O)Nc2ccccc2Cl)sc(=S)n1C | 101.0
CCN(CC)S(=O)(=O)c1ccc(NC(=O)CSc2nnc(-c3ccc(F)cc3)o2)cc1 | 69.8
COc1ccccc1N1CCN(C(=O)CCNS(=O)(=O)c2ccc(Br)s2)CC1 | 66.3

Later entries.
compound | SK-BR-3 tox 24h
CNc1oc(-c2cccs2)nc1C#N | 81.5
COc1ccc(S(=O)(=O)N(CC(=O)N2CCN(c3ccccc3OC)CC2)c2ccccc2)cc1 | 80.8
Brc1cccc(-c2nc(-c3ccncc3)no2)c1 | 138.1
O=C(CCCCn1c(=O)c2ccccc2n(CC(=O)NC2CCCC2)c1=O)NCc1ccco1 | 84.5
Cc1c(C(=O)N(C)Cc2ccccc2)oc2ccc(S(=O)(=O)N3CCCC3)cc12 | 69.9
CSc1ccccc1NC(=O)Nc1ccccc1 | 78.7
COc1ccc(-c2nnc(SC(C)C(=O)Nc3nccs3)n2-c2ccccc2)cc1OC (stereo not given) | 96.2
O=C(O)c1ccc(COc2c(F)c(F)c(F)c(F)c2F)o1 | 111.3
Cc1ccc(-c2nnc3c4ccccc4c(C)nn23)cc1S(=O)(=O)N1CCN(C)CC1 | 97.9
COc1cccc(NS(=O)(=O)c2cc(C)ccc2OC)c1 | 81.6
Cc1ccc(CN2C3=NCCCN3c3ccccc32)cc1 | 73.0
CCOC(=O)C(Cc1c[nH]c2ccccc12)NC(=O)CNC(C)=O (stereo not given) | 79.1
CC[C@@H](C)[C@H](NC(=O)OC(C)(C)C)c1nnc(S(=O)(=O)Cc2cc(C)ccc2C)o1 | 96.9
COc1ccc[nH]c1=O | 102.9
COc1cc2c(cc1OC)CN(C(=O)C(C)(C)C)CC2 | 93.9
CCc1nc(N)nc(N)c1-c1ccc(Cl)cc1 | 83.9
Cc1cc(C)n(CCO)c(=O)n1 | 98.2
O=C(C1CCCN(S(=O)(=O)c2cccc3nsnc23)C1)N1CCN(c2ccccn2)CC1 (stereo not given) | 64.0
COCc1cc(C)nc2sc(C(=O)OC)c(N)c12 | 89.2
CCOC(=O)N1C(=O)c2cc(OC)ccc2S1(=O)=O | 103.2
Nc1ncnc2nc(N3CCN(C(=O)c4ccccc4)CC3)[nH]c12 | 77.6
CCOC(=O)c1[nH]c2ccc(OC)cc2c1NC(=O)OC | 104.1
COC(=O)c1sc(NC(=O)COc2ccccc2OC)nc1C | 103.2
CCn1c(-c2ccc(F)cc2)n[nH]c1=S | 96.1
CCc1ccc(Nc2nc(N)nc(CSc3nnnn3-c3ccccc3)n2)cc1 | 85.8
CCOC(=O)c1ccccc1NC1OC(=O)c2ccccc21 (stereo not given) | 102.6
Nc1nc(Cn2nnc(-c3ccccc3Cl)n2)nc(N2CCOCC2)n1 | 92.7
COC(=O)c1[nH]c2ccccc2c1NC(=O)Oc1ccccc1 | 101.9
CCOCCCNC(=O)C(NC(=O)c1ccc2c(c1)OCO2)c1ccc(OC)cc1 (stereo not given) | 93.9
COc1ccccc1NC(=O)c1c(NC(=O)c2ccco2)sc2c1CCC2 | 94.0
CC(C)c1nc(N2CCOCC2)c(C#N)c2c1COC(C)(C)C2 | 97.8
CC(=O)Nc1ccc(Cl)cc1C(=O)O | 105.4
O=C(O)[C@@H]1CSC2(CCSC2)N1 (stereo not given in full) | 95.2
CC(OC(=O)CNC(=O)C12CC3CC(CC(C3)C1)C2)C(=O)Nc1ccc(N2CCOCC2)cc1 (stereo not given) | 82.5
